Screens deposited in PubChem by The Scripps Research Institute Molecular Screening Center.
LYPLA2 counter: LYPLA2 (human) inhibition in PME1 counter-screen | O95372 | recombinant LYPLA2, FP-Rh probe fluorescence polarization | inhibition, % at 5.9 µM | 320,000 tested, 0.38% active | AID 2177;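 active means inhibition above the screen-wide mean plus 3 SD, limit set per campaign, cut at about 26% in these data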;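 further: 0% = LYPLA2 with DMSO and 100% = wells lacking LYPLA2 enzyme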
pPAFAH FP inh: pPAFAH (human) enzyme inhibition. Q13093. recombinant pPAFAH, FP-rhodamine probe fluorescence polarization. inhibition, % at 3.39 µM. 330,000 tested, 1.5% active;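 active means inhibition above the mean inhibition across the screen plus 3 SD, cut at about 25% in these data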;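 further: inhibitors block binding of the rhodamine activity-based probe so polarization drops; 0% = enzyme with DMSO and 100% = wells lacking pPAFAH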
PAD4 FP inh: blocks human protein arginine deiminase 4 | 330,000 tested, 0.41% active | recombinant PAD4, RCA probe fluorescence polarization | Q9UM07 | AID 485272 | inhibition, % at 6.36 µM;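 active means percent inhibition above a cutoff equal to the mean of all tested compounds plus 3 SD, cut at about 15% in these data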;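 further: 0% = PAD4 with RCA probe and DMSO and 100% = probe without PAD4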
PAFAH1B2 inh: inhibitors of human PAFAH1B2; recombinant PAFAH1B2, FP-rhodamine activity probe, fluorescence polarization; inhibition, % at 3.39 µM; 340,000 tested, 1.2% active; AID 492953;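 active means inhibition above the mean of all tested compounds plus 3 SD, cut at about 24% in these data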;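 further: 0% = enzyme with DMSO and 100% = wells lacking PAFAH1B2; many of its hits are not listed in these tables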
PREPL inhibitor: inhibitors of human prolyl oligopeptidase-like enzyme PREPL; Q4J6C6; recombinant PREPL, fluorescence polarization activity-based probe; inhibition, % at 5.96 µM; 320,000 tested, 0.68% active; AID 2751; in the data active means inhibition above about 43%;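 further: 0% = enzyme with DMSO and 100% = wells lacking enzyme; many of its hits are not listed in these tables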
Target sequence (Q4J6C6 whole entry, looked up): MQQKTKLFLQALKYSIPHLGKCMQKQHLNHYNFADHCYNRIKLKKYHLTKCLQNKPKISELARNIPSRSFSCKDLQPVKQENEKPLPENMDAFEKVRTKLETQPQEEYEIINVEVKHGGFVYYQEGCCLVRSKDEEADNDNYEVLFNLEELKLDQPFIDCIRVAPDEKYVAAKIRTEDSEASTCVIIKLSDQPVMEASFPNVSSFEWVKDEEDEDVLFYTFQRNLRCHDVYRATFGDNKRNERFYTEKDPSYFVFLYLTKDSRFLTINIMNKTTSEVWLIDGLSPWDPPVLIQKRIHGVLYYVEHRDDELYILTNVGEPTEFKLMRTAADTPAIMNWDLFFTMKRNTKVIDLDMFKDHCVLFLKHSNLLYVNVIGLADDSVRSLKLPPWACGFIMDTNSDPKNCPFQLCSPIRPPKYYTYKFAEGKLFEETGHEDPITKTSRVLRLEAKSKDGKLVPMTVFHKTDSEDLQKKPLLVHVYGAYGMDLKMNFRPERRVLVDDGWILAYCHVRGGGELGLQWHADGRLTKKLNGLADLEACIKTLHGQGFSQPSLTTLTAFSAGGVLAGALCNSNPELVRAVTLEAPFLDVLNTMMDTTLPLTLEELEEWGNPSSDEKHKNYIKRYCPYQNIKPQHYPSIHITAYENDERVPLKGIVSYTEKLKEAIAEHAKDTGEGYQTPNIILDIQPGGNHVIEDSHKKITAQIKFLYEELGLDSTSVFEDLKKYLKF
PAFAH2 inh: inhibitors of human PAFAH2 | Q99487 | recombinant PAFAH2, FP-rhodamine activity probe, fluorescence polarization | inhibition, % at 3.39 µM | 340,000 tested, 0.99% active;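 active means inhibition above the mean over all tested compounds plus 3 SD, cut at about 30% in these data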;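 further: inhibitors block probe labeling of enzyme so polarization drops; 0% = enzyme with DMSO and 100% = wells lacking PAFAH2 protein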
PAFAH1B3 FP inh: inhibitors of human PAFAH1B3; 340,000 tested, 0.28% active; recombinant PAFAH1B3, FP-rhodamine probe, fluorescence polarization; AID 492972; Q15102; inhibition, % at 3.39 µM;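 active means inhibition above the screen-wide average of all tested compounds plus 3 SD, cut at about 25% in these data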;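 further: 0% = enzyme with DMSO only and 100% = wells lacking PAFAH1B3 protein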
Target sequence (Q15102 whole entry, looked up): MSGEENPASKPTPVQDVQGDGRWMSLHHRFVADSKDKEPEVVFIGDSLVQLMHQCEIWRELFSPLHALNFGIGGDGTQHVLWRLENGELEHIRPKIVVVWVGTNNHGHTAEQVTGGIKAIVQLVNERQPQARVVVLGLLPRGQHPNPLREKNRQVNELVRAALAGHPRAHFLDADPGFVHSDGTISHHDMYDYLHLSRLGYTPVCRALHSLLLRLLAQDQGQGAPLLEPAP
LYPLA1 inh: LYPLA1 (human) inhibition in PME1 counter-screen. inhibition, % at 5.9 µM. 320,000 tested, 0.16% active. O75608. AID 2174. recombinant LYPLA1, FP-Rh probe fluorescence polarization;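 active means inhibition above the mean of all tested compounds plus 3 SD, set per campaign, cut at about 14% in these data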;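 further: inhibitors block serine hydrolase probe labeling of LYPLA1 so polarization falls; 0% = enzyme with DMSO and 100% = wells lacking LYPLA1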
GSTO1 inh: counter-screen for RBBP9 inhibitors: inhibitors of human GSTO1. P78417. recombinant GSTO1, activity-based probe fluorescence polarization. inhibition, % at 5.96 µM. 300,000 tested, 1.1% active. AID 1974;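 active means inhibition above the campaign mean inhibition plus 3 SD, cut at about 35% in these data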;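 further: 0% = GSTO1-1 with DMSO and 100% = wells lacking GSTO1-1 enzyme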
Numbers without * were called inactive; / = not tested or not shown. These rows are one share of the data. The share of hits here may be higher or lower than overall.

SMILES	LYPLA2 counter	pPAFAH FP inh	PAD4 FP inh	PAFAH1B2 inh	PREPL inhibitor	PAFAH2 inh	PAFAH1B3 FP inh	LYPLA1 inh	GSTO1 inh
COC(=O)CC1C(=O)NCCN1C(=S)Nc1cccc(C(F)(F)F)c1 (centres undefined)	-3	5	-4	5	5	3	8	-1	6
O=C(CN1C(=O)NC2(CCCC2)C1=O)OCc1cccc(Br)c1	2	1	3	7	9	-5	4	-3	/
C=C1CCN([C@@H](C)C(=O)NCCCCCC)S(=O)(=O)c2ccccc21	2	2	3	-1	7	6	4	7	6
COC(=O)c1sc(NC(=O)c2c(OC)cccc2OC)c(C#N)c1C	9	5	1	3	3	-2	16	2	0
COc1ccc(/C=C2\N=C(c3ccccc3)NNC2=O)cc1	0	-3	-1	7	3	2	-2	-3	8
O=C(CSc1nnc(CNC(=O)c2ccccc2)o1)NCCc1ccccc1	-1	4	-2	3	-11	3	5	0	4
CN(C)C(=O)CSc1nnc(-c2cc(-c3cccs3)nc3ccccc23)o1	-27	-4	1	-4	3	6	1	-17	-23
O=C1NC(=O)/C(=C\c2ccc(Br)o2)S1	2	23	2	1	22	0	7	0	8
CCn1ncc(/C=C/C(=O)NCc2cnn(C)c2C)c1C	-5	0	5	4	7	5	9	-2	3
CC(=O)Nc1ccc(NC(=O)c2sc3nc4n(c(=O)c3c2C)CCCCC4)cc1	-5	3	-2	-2	-2	-1	1	-5	2
Cc1nn(Cc2ccccc2Cl)c(C)c1NC(=O)/C=C/c1cnn(C)c1	-4	0	3	0	8	-1	3	1	0
Cc1cc(/C=N/NC(=O)c2ccc(O)cc2)c(C)n1CC(C)C	-9	11	-1	-1	3	-5	-17	-6	9
O=C1/C(=C2\C(=O)N(Cc3ccc(F)cc3)c3ccccc32)SC(=S)N1CCS(=O)(=O)O	-7	6	1	4	-5	-1	5	0	1
N#C/C(=C\c1cn[nH]c1-c1ccc(Cl)cc1)C(=O)NCc1ccccc1	5	3	-1	3	-6	4	5	4	-6
NNC(=O)CSCc1nc(-c2ccc(Cl)cc2)cs1	4	0	3	/	-11	/	/	1	11

Pulled by compound from above, four records:
SMILES	LYPLA2 counter	pPAFAH FP inh	PAD4 FP inh	PAFAH1B2 inh	PREPL inhibitor	PAFAH2 inh	PAFAH1B3 FP inh	LYPLA1 inh	GSTO1 inh
COc1ccc(/C=C2\N=C(c3ccccc3)NNC2=O)cc1	0	-3	-1	7	3	2	-2	-3	8
O=C(CSc1nnc(CNC(=O)c2ccccc2)o1)NCCc1ccccc1	-1	4	-2	3	-11	3	5	0	4
Cc1cc(/C=N/NC(=O)c2ccc(O)cc2)c(C)n1CC(C)C	-9	11	-1	-1	3	-5	-17	-6	9
O=C1NC(=O)/C(=C\c2ccc(Br)o2)S1	2	23	2	1	22	0	7	0	8

Following part
SMILES	LYPLA2 counter	pPAFAH FP inh	PAD4 FP inh	PAFAH1B2 inh	PREPL inhibitor	PAFAH2 inh	PAFAH1B3 FP inh	LYPLA1 inh	GSTO1 inh
Cc1[nH]c2ccccc2c1/C=N/NC(=O)c1cccc(Br)c1	10	15	1	4	22	3	7	-1	-11
COc1cc(NC(=S)NCCN2CCOCC2)cc(OC)c1	-5	2	-2	-1	7	-10	3	0	8
CC(C)(C)c1ccc(NC(=O)COC(=O)C2=COCCO2)cc1	10	9	-1	1	8	22	8	-1	-6
COc1cccc2cc(-c3ccccc3)oc12	-1	8	3	/	-1	/	/	-1	-5
COC(=O)c1cc(NC(=O)c2ccc(Cn3cc(Cl)cn3)o2)cc(C(=O)OC)c1	-12	3	0	6	-13	-11	-3	-5	-9
CCOC(=O)N1CCN(C(=O)C2CCC(=O)N(CCCN3CCCC3=O)C2)CC1 (centres undefined)	-3	3	1	-1	12	0	0	0	1
Cc1cc(C(=O)C(=O)O)c(C)n1-c1ccc(Cl)c(Cl)c1	3	7	0	10	-9	1	6	-2	-4
COc1ccc(C(=O)/C=C/N(C)C)cc1OC	-4	3	-1	4	0	-7	3	1	-15
Cc1ccc(S(=O)(=O)N2CCCN(c3nc4cc(C)ccc4cc3C#N)CC2)cc1	-13	-3	-2	0	-3	0	5	-6	-1
CC(=O)N1CC(C)c2scc(C)[n+]2-c2ccccc21 (centres undefined)	-2	1	7	0	-1	4	-2	0	7
Cc1nc(CN(C)C(=O)C2CCC(=O)N(CCc3cccc(F)c3)C2)cs1 (centres undefined)	-2	0	-4	2	4	13	10	-3	7
O=C(CSc1nnc(CNC(=O)c2ccccc2)o1)Nc1ccc2c(c1)OCCO2	-1	2	1	3	-1	-5	17	0	0
COCCn1c(SCC(=O)Nc2c(C)n(C)n(-c3ccccc3)c2=O)nnc1-c1ccncc1	-2	-1	-1	4	6	-5	7	-3	/
COc1ccc(S(=O)(=O)N(CC(=O)O)c2ccccc2)cc1	-4	-2	-1	4	14	7	10	-2	-1
Cc1ccc(N2C(=O)N(CC(=O)Nc3ccc(C)cc3[N+](=O)[O-])C(=O)C2C)cc1 (centres undefined)	0	1	2	-2	19	4	4	1	4
COc1ccc(OCC(Cn2cnc3ccccc32)OC(C)=O)cc1 (centres undefined)	1	4	-2	1	0	1	4	2	5
O=C(NCc1ccccc1Cl)C1CCN(S(=O)(=O)c2cccs2)CC1	-2	2	0	-2	11	-3	3	4	7
CCOc1ccc(NC(=O)c2cnccn2)cc1	1	-2	-1	0	16	-4	4	0	-6
COC(=O)c1ccc(COc2ccc(CNCc3ccc(Cl)cc3)cc2)cc1	1	7	2	6	-1	-2	-1	1	0
Cc1c(NC(=O)CN2C(=O)C3C4C=CC(C4)C3C2=O)c(=O)n(-c2ccccc2)n1C (centres undefined)	2	2	1	-4	-9	-6	-1	-2	-39
Cc1ccc(C(=O)Nc2ccc3c(c2)C(=O)NC3=O)cc1	-58	-10	-4	-7	-23	-15	-14	-29	2
Cc1ccc(C2C(C(=O)c3cccs3)=C(O)C(=O)N2c2nnc(C)s2)cc1 (centres undefined)	-3	2	-14	-6	5	5	4	-4	4
COc1ccccc1CNC(=O)C(=O)NCCC1CCCCN1S(=O)(=O)c1ccccc1 (centres undefined)	0	7	-1	2	-40	1	1	-4	-6
COC(=O)c1ccc(NC(=S)Nc2cccc(C)n2)cc1	-8	1	-3	3	5	3	3	1	13
CCOC(=O)C1(Cc2cccc(Cl)c2)CCCN(C(=O)c2cn[nH]c2)C1 (centres undefined)	4	4	1	-2	-16	-4	3	3	-3
COc1ccc(N(CC(=O)Nc2ccccc2C(=O)N2CCCC2)S(=O)(=O)c2ccccc2)cc1	10	0	-1	-1	1	10	12	3	-4
Cn1cnnc1SCC(=O)NC1CCCN(Cc2ccccc2F)C1 (centres undefined)	-2	1	-2	4	8	7	10	-3	-1
CN=C(Nc1ccc2c(c1)OCO2)SC1CC(=O)N(c2ccccc2)C1=O (centres undefined)	13	4	1	2	17	-3	-2	-4	5
O=S(=O)(c1ccccc1)c1nc(-c2ccco2)oc1N1CCOCC1	7	1	3	0	9	4	-3	0	-1
O=C(O)C1CC(=O)N(c2ccc3c(c2)OCCO3)C1 (centres undefined)	3	5	-1	3	5	8	9	1	-5
COc1ccc(-c2csc(/C(C#N)=C/Nc3ccc4c(c3)OCCO4)n2)cc1	-4	6	1	3	6	4	10	-4	2
Cc1ccc(C(=O)NN2C(=O)CSC2=S)cc1	-4	-1	-13	3	-6	5	4	-2	2
Cc1ccc(C)c(-c2nnc(NC(=O)C3=COCCO3)o2)c1	-1	3	0	5	-2	7	5	-1	-1
Cc1c(NC(=O)C(C)OC(=O)/C=C/c2ccccc2)c(=O)n(-c2ccccc2)n1C (centres undefined)	0	6	1	-3	2	3	5	3	1
N#C/C(=C\c1ccccc1)C(=O)N(c1ccccn1)C1CCCCC1	-1	-2	-4	7	7	3	-3	-1	3
O=c1c2c(nc3cc(-c4ccc(F)cc4)[nH]n13)CCCC2	2	3	-10	3	11	6	6	-2	-4
O=C(CNC(=O)c1cc(=O)[nH]c2ccccc12)Nc1ccc(F)c(F)c1	-7	0	-5	1	-3	-6	4	-5	-7
COc1ccccc1Cn1c(=O)[nH]c2cccnc21	-2	3	3	-1	-9	-3	5	-2	-8
COc1ccc(Br)cc1S(=O)(=O)n1c([N+](=O)[O-])cnc1C	-7	-5	-2	1	-3	4	4	1	8
CN1CCN(C(=O)CCNC(=O)Cn2ccc3ccccc3c2=O)CC1	0	0	-5	5	-7	4	3	-1	6
CCSC1=NN2CCS(=O)(=O)N=C2S1	-8	0	-3	2	-9	5	-1	-3	17
Cc1ccsc1C1CC(=O)Nc2ccccc2S1 (centres undefined)	3	3	-5	-2	-6	-2	-6	3	-6
O=C(CN(C(=O)Cn1nnc(-c2ccc(F)cc2)n1)c1ccc(F)c(Cl)c1)NCC1CCCO1 (centres undefined)	4	6	-1	1	11	1	-1	-3	4
CC(=O)OCCCN1C(=O)c2cccc3cc(Br)cc(c23)C1=O	3	7	-3	/	20	/	/	-2	7
Cc1ccc(NC(=O)N2CCCN(C(=O)OC(C)(C)C)CC2)cc1Cl	-4	3	2	4	3	4	4	-1	-6
O=C(COc1ccc(Cl)cc1)NCc1nnc(SCC(=O)Nc2ccc3c(c2)OCCO3)o1	1	5	1	6	-3	4	-5	0	-1
COc1cccc(C2(O)CC(C(F)(F)F)=NN2C(=O)c2ccccn2)c1 (centres undefined)	-1	1	-2	6	-3	9	6	-3	1
Cc1c(S(=O)(=O)Nc2ccc(Br)cc2)c(=O)n(C)c(=O)n1C	3	2	-1	7	5	3	-3	-1	0
CCOC(=O)C1(C)NC(c2cccs2)C2C(=O)N(c3ccc(OC)cc3)C(=O)C21 (centres undefined)	1	2	-8	/	9	/	/	-1	2
COc1ccc(CC(=O)O/N=C(\N)c2ccc(OC)cc2)cc1	-3	8	3	-1	13	5	0	-2	0
C=CCNC(=S)Nc1ccc(OC(F)F)c(Cl)c1	3	-2	-3	/	-2	/	/	2	4
CCOC(=O)c1c(C)[nH]c(C(=O)N/N=C/c2cccc(OC)c2)c1C	-1	4	1	5	6	-15	2	-4	-2
O=C(NC1CCCCC1)c1cc(-c2cccc(Cl)c2)on1	2	9	1	2	1	1	4	-3	6
CN(CCc1cnn(C)c1)C(=O)C1CCC(=O)N(CC2CCCCC2)C1 (centres undefined)	3	3	-2	0	-3	-6	-2	4	1
CNC[C@H]1Oc2c(NS(=O)(=O)c3cccs3)cccc2C(=O)N([C@H](C)CO)C[C@@H]1C	/	5	1	-2	9	-1	12	/	/
CC1(C)CC(=O)C(C=NCC2CCCO2)=C(O)C1 (centres undefined)	3	4	0	1	11	1	4	0	-2
CCOP(=O)(/C(C#N)=C(/O)c1ccccc1)c1ccccc1 (centres undefined)	3	1	1	3	-8	10	8	1	1
C/C(=N\NC(=O)c1cccc(S(=O)(=O)N2CCOCC2)c1)c1ccco1	3	6	-2	-3	-8	-2	-1	-3	-4
O=C(CN1CCN(CC(=O)Nc2ccccc2Cc2ccccc2)CC1)Nc1ccccc1Cl	-1	0	3	3	0	-5	5	0	10
Cn1c(CCNC(=O)c2ccco2)nc2cc(NC(=O)C3CCCCC3)ccc21	-5	3	1	-1	-3	-3	3	-4	1
CNC(=O)Cc1csc2ccc(Cl)cc12	-13	-4	-5	0	-4	1	-1	-3	8
CC1(C)CC(=O)C=C(Nc2ccccc2N)C1	4	10	-2	1	7	1	7	2	4
O=C(O)c1cccnc1SCc1ccc([N+](=O)[O-])cc1	-3	2	-3	5	-1	-6	1	-2	-10
